Yp Topo-I inh: Yersinia pestis topoisomerase I inhibitors, primary screen, biochemical, cleavage product accumulation, plate reader, single point | Y. pestis Topo-I cleavage product accumulation | activity, % at 10 µM | 360,000 compounds, 0.064% hits | DNA topoisomerase I (Yersinia pestis CO92) | AID 504884, 2011; in the data active means activity above about 50%, passing the limit was not always enough; further: inactives centre near 2
TcdB GH inh: TcdB glycohydrolase inhibitors, primary screen, biochemical, single point, plate reader; Toxin B (Clostridioides difficile), P18177; TcdB glycohydrolase enzymatic assay; inhibition, % at 9.99 µM; 350,000 compounds, 0.24% hits; AID 652162, 2013; in the data active means inhibition above about 10%
Rv3671c inh: Rv3671c serine protease inhibitors, primary screen, biochemical, fluorescence polarization, M. tuberculosis H37Rv; AID 2606, 2010; P9WHR9; 320,000 compounds, 0.048% hits; inhibition, % at 5.96 µM; in the data active means inhibition above about 38%;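 further: extracellular domain of Rv3671c used as enzyme; 0% = enzyme with DMSO and 100% = no enzyme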
Target sequence (P9WHR9 whole entry, looked up, the tested form may be a part): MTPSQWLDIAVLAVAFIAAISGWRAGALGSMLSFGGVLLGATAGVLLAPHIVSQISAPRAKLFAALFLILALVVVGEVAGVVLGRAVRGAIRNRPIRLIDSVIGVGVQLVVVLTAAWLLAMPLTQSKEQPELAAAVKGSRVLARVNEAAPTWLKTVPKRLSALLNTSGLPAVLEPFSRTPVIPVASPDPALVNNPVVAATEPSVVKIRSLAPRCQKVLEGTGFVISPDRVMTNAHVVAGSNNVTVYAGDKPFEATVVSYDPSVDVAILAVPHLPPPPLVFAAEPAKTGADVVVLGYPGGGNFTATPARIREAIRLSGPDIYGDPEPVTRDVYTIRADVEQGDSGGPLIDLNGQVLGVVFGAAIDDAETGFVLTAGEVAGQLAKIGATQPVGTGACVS
PrPC TRFRET: inhibitors of human cell surface prion protein PrPC, primary screen, cell-based, TR-FRET; Major prion protein (Homo sapiens), P04156; inhibition, % at 13.8 µM; TR-FRET read-out; 370,000 compounds, 0.43% hits; AID 720596, 2013; in the data active means inhibition above about 24%; further: 0% = median of the test wells and 100% = reference compound wells
MazEF act: activators of E. coli MazEF toxin-antitoxin RNase, primary screen, biochemical, fluorescence, uHTS; FAM/BHQ RNA-DNA oligo cleavage fluorescence, 5 h; activation, % at 20 µM; 350,000 compounds, 0.32% hits; AID 504720, 2011; in the data active means activation above about 50%
Target sequence (P0AE70 whole entry, looked up): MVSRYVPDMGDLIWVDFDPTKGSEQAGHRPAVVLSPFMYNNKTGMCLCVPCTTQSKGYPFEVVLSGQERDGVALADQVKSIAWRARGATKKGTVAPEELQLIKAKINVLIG
VHR inh abs: VHR1 phosphatase inhibitors, primary screen, biochemical, absorbance, uHTS. Dual specificity protein phosphatase 3 (Homo sapiens), P51452. 290,000 compounds, 0.52% hits. AID 1654, 2009. inhibition, % at 13.3 µM. recombinant VHR phosphatase, pNPP absorbance; in the data active means inhibition above about 50%; further: some compounds called inactive have numbers as strong as hits
Target sequence (P51452 whole entry, looked up): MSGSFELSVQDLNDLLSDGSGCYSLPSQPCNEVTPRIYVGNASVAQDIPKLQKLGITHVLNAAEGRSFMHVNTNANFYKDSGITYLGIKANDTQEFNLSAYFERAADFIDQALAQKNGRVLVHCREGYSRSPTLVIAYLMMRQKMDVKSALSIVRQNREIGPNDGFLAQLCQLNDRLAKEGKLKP
CCHF vOTU inh: CCHFV vOTU protease inhibitors, primary screen, biochemical, Pep-AMC substrate, fluorescence. 370,000 compounds, 0.55% hits. AID 651958, 2012. inhibition, % at 11.5 µM. Crimean-Congo hemorrhagic fever virus L polyprotein viral ovarian tumor (vOTU) protease …; in the data active means inhibition above about 30%; further: 0% = vehicle wells with enzyme and 100% = no enzyme wells
Vc quorum ag: inducers of Vibrio cholerae quorum light production without autoinducers, primary screen, BH1578 luxS cqsA deficient, single point | V. cholerae BH1578 lux reporter, luminescence, 6 h | activation, % at 18.7 µM | 350,000 compounds, 0.16% hits | AID 588436, 2011; in the data active means activation mostly above about 9.7%, no sharp cut-off; further: not every result past the cut was called active; inactives centre near 0; reference of the scale not given here
3CLpro inhibitor: SARS-CoV 3CLpro protease inhibitors, primary screen, biochemical, quenched FRET. Replicase polyprotein 1ab (Severe acute respiratory syndrome coronavirus), P0C6X7. recombinant SARS-CoV 3CLpro, quenched FRET peptide cleavage. inhibition, % at 6 µM. 290,000 compounds, 0.14% hits. AID 1706, 2009; in the data active means inhibition above about 12%
SSB-PriA inh: inhibitors of Klebsiella pneumoniae PriA binding to SSB C-terminal tail, primary screen, biochemical, AlphaScreen; PriA–SSB C-terminal tail interaction (Klebsiella pneumoniae); 430,000 compounds, 0.6% hits; inhibition, % at 33 µM; AID 1272365, 2023; AlphaScreen SSBct-PriA binding, biotinylated peptide; in the data active means inhibition mostly above about 37%, no sharp cut-off; inactive means mostly below about 20%;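 further: plate controls were negative control peptide for no effect and reference peptide for full effect; strong numbers were not always called active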
* marks the source's active call; other numbers are inactive results; i = inactive; nt = no result given; & = joins results of further samples. A portion of the library; the hit share may differ from the screen's.

The line under a structure holds: Rv3671c inh	Yp Topo-I inh	MazEF act	PrPC TRFRET	CCHF vOTU inh	SSB-PriA inh	TcdB GH inh	3CLpro inhibitor	Vc quorum ag	VHR inh abs
O=[N+]([O-])c1ccc(NCc2ccc3c(c2)OCO3)cc1
    -3	-16	3	-4	2	0	0.3	-1	-0.2	2
Cc1nc2ccccc2c(=O)n1NC(=O)c1ccc(C(C)(C)C)cc1
    1	2	3	16	7	-6	1.0	1	17	16
CCOc1ccc(-c2nnc3ccc(SCC(=O)N4CCCCC4)nn23)cc1
    3	2	4	4	9	-13	8.4	nt	-0.3	8
Brc1ccc(-c2nnc(-c3ccccc3)o2)o1
    4	-1	5	2	-4	-16	nt	-1	-5.9	27
CCNc1nc2cccnc2s1
    10	-1	8	1	2	-3	1.1	2	i	-16
COc1ccccc1NC(=O)CN1C(=O)NC(C)(C)C1=O
    5	0	3	-4	-2	-27	nt	-3	-0.3	3
Cc1cccc(CN2CCN(CC(=O)NCc3ccc(F)cc3)C2=O)c1
    -5	8	2	8	8	-4	-3.3	0	-0.3	nt
CC(=O)Nc1ccc(C(=O)OCc2ccc(Cl)c(Cl)c2)cc1
    -15	2	0	3	-6	-17	nt	2	-0.3	15
CN(CCc1ccccn1)C(=O)Nc1ccc(F)cc1
    5	-11	-8	-6	-6	-14	nt	0	i	21
O=C(OCc1cc([N+](=O)[O-])cc2c1OCOC2)c1ccc2ccccc2n1
    -4	-10	13	1	-8	-15	-0.6	1	-1.1	9
CN1CCN(c2nc3c(c(=O)n(C)c(=O)n3C)n2CC(N)=O)CC1
    0	12	2	1	1	-8	nt	-5	i	-16
Cc1c(C(=O)N2CCC(C)CC2)cccc1[N+](=O)[O-]
    -1	0	0	-5	-5	-7	1.2	2	i	18
Cc1ccc(-c2cc(C(=O)NN)n[nH]2)o1
    0	7	7	-4	8	-5	-1.2	0	-0.6	2
Cc1c(S(=O)(=O)Nc2ccc(Oc3ccccc3)cc2)c(=O)n(C)c(=O)n1C
    -5	28	-3	3	9	5	1.0	1	-0.1	38
O=C(COC(=O)c1cc(=O)[nH]c2ccccc12)NCc1ccc(F)cc1
    -12	-1	-2	-3	0	-6	-0.1	nt	-5.7	nt

3 entries from above, arranged by heavy-atom count, rising.
The line under a structure holds: Rv3671c inh	Yp Topo-I inh	MazEF act	PrPC TRFRET	CCHF vOTU inh	SSB-PriA inh	TcdB GH inh	3CLpro inhibitor	Vc quorum ag	VHR inh abs
O=[N+]([O-])c1ccc(NCc2ccc3c(c2)OCO3)cc1
    -3	-16	3	-4	2	0	0.3	-1	-0.2	2
COc1ccccc1NC(=O)CN1C(=O)NC(C)(C)C1=O
    5	0	3	-4	-2	-27	nt	-3	-0.3	3
CC(=O)Nc1ccc(C(=O)OCc2ccc(Cl)c(Cl)c2)cc1
    -15	2	0	3	-6	-17	nt	2	-0.3	15

Other records:
The line under a structure holds: Rv3671c inh	Yp Topo-I inh	MazEF act	PrPC TRFRET	CCHF vOTU inh	SSB-PriA inh	TcdB GH inh	3CLpro inhibitor	Vc quorum ag	VHR inh abs
COc1ccc(NC(=O)COC(=O)C2CCC2)cc1Cl
    2	1	0	-3	-9	-20	0.8	0	0.4	-4
Cc1cccc(N(CC(=O)NC2CCCCC2)C(=O)CCCC(=O)Nc2ccccn2)c1
    -8	3	-4	1	11	16	nt	1	i	20
CCCCN(C(=O)c1ccc(-c2ccc([N+](=O)[O-])cc2)o1)c1c(N)n(CCCC)c(=O)[nH]c1=O
    -4	-3	-15	-12	5	-1	0.7	nt	7.9	nt
CC12CCC(C(=O)N(CCC#N)CCC#N)(CC1=O)C2(C)C (configuration not stated)
    0	9	-4	2	2	-29	1.1	4	i	14
c1ccc(CCNCCCOc2cccc3ccccc23)cc1
    3	8	20	-4	-7	6	-0.2	1	-0.6	-10
Cn1c(Cc2ccccc2)nnc1SCC(=O)c1cccs1
    3	1	4	2	8	-10	nt	0	i	30
CCc1ccc(CCC(=O)Nc2ccc(OC)cc2)o1
    -6	-17	-6	11	-5	-3	nt	-4	nt	18
C/C(=N\NC(=O)c1ccccc1O)c1c(O)n(C2CCCCC2)c(=O)[nH]c1=O
    4	2	1	-3	24	nt	-0.2	4	-0.3	-25
Cn1c(CCN2CCCCC2)nc2cc(NC(=O)COc3ccc([N+](=O)[O-])cc3)ccc21
    4	-8	17	-21	14	-6	0.1	-10	i	18
COc1ccc(C(O)c2ncc(-c3ccccc3OC)[nH]2)cc1F (configuration not stated)
    nt	-1	nt	-4	15	nt	1.2	nt	-0.3	nt
COc1ccc(CCN2CC(O)=C(c3nc(C)cs3)C2=N)cc1OC
    -3	2	-14	-5	12	4	nt	0	4.1	15
CCOC(=O)C1=C(NC(=S)NC(=O)c2ccccc2)c2ccccc2CC1(C)C
    -12	21	-12	6	6	4	nt	-1	-0.2	41
COC(=O)c1ccc(CSc2ncnc3c2nnn3-c2ccc(OC)cc2)o1
    -3	-2	1	-2	-1	14&-3	nt	-4	i	-5
COc1ccc(N(C(=O)CS(=O)CC(=O)Nc2ccc(F)cc2)C(C(=O)NC2CCCCC2)c2cccs2)cc1 (configuration not stated)
    -13	2	-24	8	-8	-6	2.0	0	-0.3	0
Cn1c(=O)c2cc3ccc(Cl)cc3nc2n(C)c1=O
    -5	-5	8	0	-11	-1	-0.3	-2	i	32
COc1cc(/C=C2/SC(=O)N(Cc3ccccc3)C2=O)ccc1OCc1ccncc1
    6	-6	-32	-4	11	3	nt	1	i	3
CCOC(=O)C1CCN(CC(=O)Nc2ccc(S(=O)(=O)N3CCC(C)CC3)cc2)CC1
    4	18	5	1	0	14	1.3	0	-0.4	-12
COc1cc(/C=C/C(=O)O)cc(S(=O)(=O)Nc2ccc3[nH]c(=O)[nH]c3c2)c1OC
    0	-2	5	0	-5	-11	0.3	4	-0.4	32
COc1ccc2cnn(-c3ccc(OC(F)(F)F)cc3)c(=O)c2c1OC
    7	2	10	0	-11	-9	-0.3	3	0.9	6
C[C@H](O)[C@@H]1C(=O)N2CCc3c([nH]c4ccccc34)[C@@H]2C[C@@H]1N(C)Cc1ccc(Cl)cc1
    nt	13	1	2	-54	nt	1.9	nt	i	nt
Nc1ncnc2[nH]c(=S)[nH]c12
    nt	5	-7	2	-11	2&-6	15*	nt	-1.7	nt
Cn1cnc2c1c(=O)n(Cc1cccc(F)c1)c(=O)n2C
    -1	7	6	0	-10	-17	0.3	3	i	5
c1ccc2[nH]c(SCCN3CCOCC3)nc2c1
    4	3	4	2	7	-10	nt	1	5.0	17
COc1ccc(-n2c(C)nc3c(cnn3-c3ccc(C)c(C)c3)c2=O)cc1
    -2	21	5	7	-4	-12	1.7	-2	-0.3	13
O=C(Nc1ccccc1N1CCCC1)c1ccc(N2CCCC2=O)cc1
    -5	-6	1	3	1	2	1.3	nt	-0.3	nt
O=C(Nc1ccc2c(c1)CCC2)c1ccc(F)cc1
    -5	-2	-1	-1	0	-29	nt	4	-0.5	-8
CON1C(=O)CN(C(C)=O)C1c1ccc(Cl)cc1Cl (configuration not stated)
    nt	2	1	-3	14	-6	0.1	5	-6.2	34
O=c1nc(-c2ccccc2)c2cc(Br)ccc2[nH]1
    1	1	11	-11	-2	5&7&-4	1.2	2	i	-8
Cc1ccccc1N1Cc2ccccc2C1=O
    nt	-2	3	-5	0	nt	-1.3	nt	-0.4	nt
COC(=O)c1sccc1-n1cccc1C(=O)C(=O)N1CCCCC1
    -8	1	-6	0	3	-4	nt	0	0.3	-2
CCc1ccc(CNC(=O)CCCn2c(=O)c3cccn3c3cccnc32)cc1
    -17	20	-3	-3	19	-15	1.5	-6	-2.0	-22
c1ccc2[nH]c(CN3CCCCCC3)nc2c1
    -4	9	3	-6	-6	-11	3.2	-9	-0.2	5
O=C(NCC1CCCO1)c1ccc([N+](=O)[O-])o1 (configuration not stated)
    nt	-7	5	-17	-8	6	1.0	0	-0.5	15
O=C(NCc1ccccc1F)C1CCCN(c2cnccn2)C1 (configuration not stated)
    -11	-6	6	-5	-2	-14	2.3	-5	-2.7	48
O=C(COc1c(F)c(F)cc(F)c1F)NNC(=O)CC1CCS(=O)(=O)C1 (configuration not stated)
    4	2	9	5	6	-11	2.1	nt	i	nt
CCCCn1nnc(NC(=S)NC(=O)c2ccc(-c3cccc(Cl)c3Cl)o2)n1
    -29	29	-15	nt	nt	2	nt	-9	-0.2	48
CCN1CCN(C(C(=O)NC2CCCC2)c2ccc(Cl)cc2)CC1 (configuration not stated)
    11	-10	-2	0	-2	-12	1.3	nt	nt	17
COC(=O)[C@H](CCSC)NC(=O)NCCC1=CCCCC1
    -1	1	0	-2	5	4	nt	2	-0.6	14
Cc1cc(C)c(C)c(OCC(=O)NCC2CCCO2)c1 (configuration not stated)
    -10	9	-2	3	33*	-13	nt	0	-0.2	-15
COCCN(C(=O)COC(=O)c1ccc(C=O)cc1)c1c(N)n(Cc2ccccc2)c(=O)[nH]c1=O
    -7	10	-4	-7	18	6	0.3	2	0.0	24
O=C(COc1ccccc1Cl)c1ccc2c(c1)CCCC2
    2	32	-3	-5	6	5	nt	-6	0.5	3
O=C(C(Cc1ccc(Cl)cc1)NS(=O)(=O)c1ccccc1)N1CC[C@@]2(O)CCCC[C@H]2C1 (some centres not stated)
    0	14	-4	-1	-3	1	nt	-1	i	25
CC1CCCC(C)N1C(=O)CN1C(=O)c2ccccc2S1(=O)=O (configuration not stated)
    -7	-9	-17	6	-3	7	0.7	nt	-0.3	nt
CC(C)CN(C(=O)c1cc([N+](=O)[O-])cc([N+](=O)[O-])c1)C1CCS(=O)(=O)C1 (configuration not stated)
    10	-6	0	-13	14	-8	1.5	nt	-5.0	nt
CCOC(=O)c1cccc(N2C(=O)C3C(C2=O)C2C=CC3C23CC3)c1 (configuration not stated)
    7	-6	-1	-2	-9	2	nt	2	12	-2
COc1ccc(S(=O)(=O)Nc2ccc(F)c(Cl)c2)cc1OC
    -1	7	15	3	22	-24	nt	3	nt	-12
CC(=O)Oc1c(Cl)cc(N(C(C)=O)S(=O)(=O)c2ccccc2)c2ccccc12
    1	13	-3	-24	6	-2	3.3	nt	i	nt
COC(=O)c1ccc(OC(=O)CCS(=O)(=O)c2ccc(C)cc2)cc1
    3	8	-7	2	-15	-15	1.0	nt	-1.1	nt
O=S(=O)(Nc1cccc(CCc2ccccn2)c1)c1ccc(Cl)cc1
    1	19	-2	4	14	-14	1.9	4	-0.2	20
CN(C)C(=O)CSc1nnc(CCCCCNC(=O)OC(C)(C)C)o1
    4	-2	0	0	-1	-1	nt	2	-0.2	25
CSc1nsc(SC)c1C(=O)Nc1ccc(C(C)(C)C)cc1
    -9	6	-1	-3	7	-2	0.6	2	-0.8	1
CC(C)(C)C1(O)CC(C(F)(F)F)=NN1C(=O)CCc1ccccc1 (configuration not stated)
    -6	4	-5	1	5	-20	-0.3	7	i	1
O=c1[nH]c(=O)c2nc3c4ccccc4c4ccccc4c3nc2[nH]1
    -3	6	-27	-4	-16	-8	0.4	2	-0.1	81
Cc1ccc(C(=O)NCC2(c3ccccc3)CCCC2)cc1
    1	1	-5	3	1	-37	nt	1	i	0
Cc1cccc(-c2ccc3c(c2)C2CC3CCN2C(=O)OCc2ccccc2)c1 (configuration not stated)
    nt	26	-14	11	23	1	-0.1	nt	-1.4	nt
